Screening data from PubChem.
D2 antag = antagonizes the human D2 dopamine receptor. HEK293 TREx D2 cells, calcium flux, dopamine EC80. inhibition, % at 10 µM. hit rate 2% among 340,000; in the data active = inhibition above about 30%; also: 0% is about no effect
Target sequence (P14416 whole entry, looked up): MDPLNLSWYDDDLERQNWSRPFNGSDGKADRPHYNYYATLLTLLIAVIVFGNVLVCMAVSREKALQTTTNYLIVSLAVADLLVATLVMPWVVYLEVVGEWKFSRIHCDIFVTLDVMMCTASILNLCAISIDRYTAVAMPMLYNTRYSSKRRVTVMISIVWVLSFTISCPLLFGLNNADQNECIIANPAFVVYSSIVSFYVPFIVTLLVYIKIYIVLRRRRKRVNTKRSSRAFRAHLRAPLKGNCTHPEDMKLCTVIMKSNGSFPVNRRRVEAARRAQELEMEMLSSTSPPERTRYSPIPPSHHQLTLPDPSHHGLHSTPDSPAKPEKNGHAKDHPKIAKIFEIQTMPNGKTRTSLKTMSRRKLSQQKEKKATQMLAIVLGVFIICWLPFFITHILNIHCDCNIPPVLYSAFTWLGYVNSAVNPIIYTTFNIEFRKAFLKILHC
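Tetracycline-induced HEK293 TREx cells expressing D2 receptor forced-coupled to calcium signalling, loaded with no-wash calcium dye. Compounds added and calcium flux read 180 s, then dopamine added at EC80 and read a further 180 s.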
D2 PAM = positively modulates the human D2 dopamine receptor allosterically. P14416. HEK293 T-REx D2, calcium flux, EC20 dopamine potentiation. potentiation, % at 10 µM. hit rate 0.34% among 340,000. AID 485347;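 active = potentiation over 3 SD above the plate norm, cut at about 30% in these data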; also: 0% is about no effect
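Potentiation of an EC20 dopamine calcium response measured kinetically over 180 s, after a preceding 180 s compound-only read flagging agonists. Cells: inducible Hek293 Trex D2 line, 4000/well, cultured overnight at 30 C before dye loading.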
D1 PAM = enhances dopamine response at the human D1 receptor | hit rate 0.036% among 360,000 | P21728 | potentiation, % at 10 µM | HEK293 TREx D1 cells, calcium flux, dopamine EC20 potentiation; in the data active = potentiation above about 30%; also: 0% is about no effect
RXFP1 antag = blocks the human relaxin receptor RXFP1; Q9HBX9; HEK293-RXFP1, relaxin-stimulated cAMP HTRF, 30 min; stronger effect = lower value; activity change, negative = inhibition, % at 57.5 µM; hit rate 0.59% among 350,000; AID 1259400;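 active = activity change of -60% or lower, but not beyond a set lower limit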; also: % is scaled to controls: 0 for no effect and ±100 for the full control effect
RXFP1 agonist = RXFP1 (human) receptor agonism | Q9HBX9 | HEK293T-RXFP1 cAMP TR-FRET, 30 min; response scale: percent of porcine relaxin response, buffer zero | Potency, µM (highest dose often 57.5 µM), for the others: at the top dose activation, hits mostly activators | hit rate 0.3% among 370,000 | AID 2676; active = well fitted activation curve with a large enough effect; also: potency is read from the fitted curve at half-maximal effect; % is scaled to controls: 0 for no effect and ±100 for the full control effect; nearly all actives have a fitted effect of over 60% in size; many of its hits are not listed in these tables
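Agonist response is measured as cAMP accumulation in an RXFP1-transfected HEK293T line under PDE4 inhibition. Values are scaled between buffer-only and 29 nM porcine relaxin, and EC50s come from standard Hill equation fits.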
TRHR PAM = allosterically enhances the human TRH receptor; AID 493056; hit rate 0.66% among 360,000; TRHR cells, fluo-8 calcium fluorescence, EC20 TRH enhancement; P34981; enhancement, % at 2 µM; in the data active = enhancement above about 30%; also: 0% is about no effect
Target sequence (P34981 whole entry, looked up): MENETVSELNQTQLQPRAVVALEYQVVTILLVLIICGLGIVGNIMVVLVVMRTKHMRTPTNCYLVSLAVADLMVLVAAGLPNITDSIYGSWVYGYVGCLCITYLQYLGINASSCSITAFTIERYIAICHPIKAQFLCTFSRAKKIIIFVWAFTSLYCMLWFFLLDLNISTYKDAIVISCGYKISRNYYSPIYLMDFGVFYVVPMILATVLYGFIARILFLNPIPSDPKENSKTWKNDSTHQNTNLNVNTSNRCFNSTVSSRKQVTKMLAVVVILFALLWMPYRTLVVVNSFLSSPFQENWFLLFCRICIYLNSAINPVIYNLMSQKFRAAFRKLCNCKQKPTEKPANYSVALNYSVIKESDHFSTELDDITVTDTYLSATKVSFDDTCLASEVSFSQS
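TRHR-expressing cells loaded with fluo-8 calcium dye were read kinetically (ex 480/em 530) during compound addition, then stimulated with an EC20 of TRH (10 nM final). Enhancement of the Gq-mediated intracellular calcium response was scored.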
D1 ag = activates the human D1 dopamine receptor; activation, % at 2 µM; P21728; HEK293 T-REx D1 cells, calcium flux, agonist mode; hit rate 1% among 360,000; in the data active = activation above about 30%; also: 0% is about no effect
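Inducible HEK293 T-REx D1 cells, force-coupled to calcium signalling, were plated at 4000 cells/well with tetracycline and held overnight at 30 C. After no-wash calcium dye loading, compound-evoked calcium rise over 180 s flagged agonists.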
D1 antagonist = human D1 dopamine receptor antagonism | hit rate 3.2% among 360,000 | P21728 | HEK293 TREx D1 cells, calcium flux, dopamine EC80; stronger effect = lower value | activity change, negative = inhibition, % at 10 µM; in the data active = activity change below about -30%; also: % is scaled to controls: 0 for no effect and ±100 for the full control effect
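Kinetic fluorescence of a calcium dye serves as the read-out. D1-expressing Hek293 Trex cells, induced overnight at 30 C, are exposed to compound for 180 s before an EC80 dopamine addition, then read 180 s further.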
D2 agonist = activates the human D2 dopamine receptor; P14416; HEK293 T-REx D2 cells, calcium flux agonist mode; activation, % at 2 µM; hit rate 0.53% among 340,000; AID 485358;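 active = activation over 3 SD above normal in the single-dose calcium agonist read, cut at about 30% in these data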; also: 0% is about no effect
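Agonism scored from kinetic calcium signal (1 read/sec, 180 s) following compound pin transfer, after a 10 s baseline. Cells: HEK293 Trex line expressing inducible D2 receptor coupled to calcium, dye-loaded after overnight culture at 30 C.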
Starred values were filed as active, the others as inactive; · = no result given. Only part of the results is shown; rates above refer to the full screens.

SMILES	D2 antag	D2 PAM	D1 PAM	RXFP1 antag	RXFP1 agonist	TRHR PAM	D1 ag	D1 antagonist	D2 agonist
COC(=O)c1c(NC(=O)C2CC=CCC2C(=O)O)sc(C)c1C (stereo not drawn)	-1	13	17	10	-1.2%	-10	0	0	-0.3
COc1cccc(-n2c(-c3ccco3)nc3c(cnn3-c3ccccc3C)c2=O)c1	·	·	0	·	5.0%	1	5	-10	0.6
COCCNC(=O)c1ccc(N2CC3CC(C2)c2cccc(=O)n2C3)c(NC(=O)c2ccc(F)cc2)c1 (stereo not drawn)	4	14	3	8	-1.6%	5	1	-1	-0.6
O=C(COc1ccc(Br)cc1)NCc1cn2ccccc2n1	-2	22	-6	-2	2.6%	8	-1	7	0.0
CC1(C)CC(N2CCCCC2)=CC(=[N+]2CCCCC2)C1	11	8	-4	-4	-0.9%	1	2	11	-0.4
COc1cccc(NC(=O)CCNS(=O)(=O)c2ccc3c(c2)CC(C)N3C(=O)C2CC2)c1 (stereo not drawn)	-16	21	-4	-12	-3.8%	-2	0	-2	0.2
COc1ccc(C(C(=O)NCCC(C)C)N(CCN2CCOCC2)C(=O)Cn2nnc3ccccc32)c(OC)c1 (stereo not drawn)	-2	5	-2	6	-0.6%	-2	2	-7	0.4
CCN1CC(CN(C)Cc2nc(-c3ccc(Cl)cc3)no2)CC1=O (stereo not drawn)	5	-4	-7	-1	1.6%	-2	16	-13	0.1
C(=N\Nc1cc(N2CCCCC2)ncn1)/c1ccco1	6	0	-1	-8	-0.5%	0	0	2	0.4
O=C(CN1C(=O)NC(Cc2ccccc2)C1=O)NC(=O)NC1CCCCC1 (stereo not drawn)	-14	-2	-4	-1	1.5%	-1	3	4	0.0
O=C1N(c2ccccc2)CCN1c1ccccc1	-8	1	3	7	-3.2%	4	3	12	-1.0
CC1(C)Cc2c(sc(NC(=O)C(=O)NCC3CCCO3)c2C(N)=O)CO1 (stereo not drawn)	-15	-3	-1	-1	2.7%	1	3	-9	1.1
Nc1ccccc1Nc1ccccc1	3	-2	0	·	-4.6%	-2	4	7	4.8
O=C(Nc1ccc(Br)cc1)C(Cc1ccccc1)NS(=O)(=O)c1cccc2nsnc12 (stereo not drawn)	·	-3	0	-19	13%	14	1	-18	0.1
CN(C)S(=O)(=O)N1CCC(n2nccc2NC(=O)CCc2ccccc2)CC1	-7	-2	2	-6	-2.5%	4	2	-44*	1.0
COc1ccc(C)cc1NC(=S)N1CCN(c2ncccn2)CC1	-12	0	-4	-15	2.3%	3	0	·	0.2
CCOc1ccc(N(CC(=O)NC2CCCC2)C(=O)c2ccc(C)s2)cc1	-5	13	3	-7	2.2%	-1	4	2	-1.8
CC/C(=C\C(=O)c1ccncc1)Nc1ccc(Br)cc1	-7	3	-6	-9	1.6%	-1	0	-18	0.6
CC(=O)C1=C(c2ccccc2)NC(=S)NC1c1ccc(O)c(O)c1 (stereo not drawn)	-10	8	-2	-6	1.0%	6	3	26	0.3
COc1ccc(CNC(=O)CN(Cc2ccco2)C(=O)CNS(=O)(=O)c2ccc(F)cc2)cc1	-6	-9	-3	9	0.4%	-3	4	-1	0.3

With a hit mark in D1 antagonist, among the entries above:
SMILES,D2 antag,D2 PAM,D1 PAM,RXFP1 antag,RXFP1 agonist,TRHR PAM,D1 ag,D1 antagonist
CN(C)S(=O)(=O)N1CCC(n2nccc2NC(=O)CCc2ccccc2)CC1,-7,-2,2,-6,-2.5%,4,2,-44*

More structures:
SMILES	D2 antag	D2 PAM	D1 PAM	RXFP1 antag	RXFP1 agonist	TRHR PAM	D1 ag	D1 antagonist	D2 agonist
CCN(CC)S(=O)(=O)c1cccc(N=Nc2sc(N)nc2C)c1	6	4	-3	-5	3.3%	5	1	-7	0.4
CCCCNC(=O)Cn1c(=O)cc(C)c2c(C)nn(-c3cccc(Cl)c3C)c21	·	-2	-5	·	-2.1%	-6	-1	-4	1.6
O=C(NNC(=O)C1CCN(Cc2ccc(Cl)c(Cl)c2)CC1)c1cccs1	·	·	0	9	2.7%	-1	14	-1	·
O=C(NC1CCCc2ccccc21)c1ccccn1 (stereo not drawn)	12	0	-1	-17	-0.2%	-17	1	9	-0.1
CCCCOC(=O)/C(C#N)=C\c1ccc(-c2ccc(Cl)cc2)o1	·	-9	-1	-2	1.8%	2	9	-5	1.1
COc1ccc(/C=N/N(C)c2cc(=O)n(C)c(=O)[nH]2)cc1OC	10	9	0	1	5.4%	0	1	-17	1.0
Cc1c(NC(=O)C(C)Oc2ncnc3ccccc23)c(=O)n(-c2ccccc2)n1C (stereo not drawn)	-1	·	-5	1	10%	2	0	-7	2.3
COc1cnc(-c2ccccn2)nc1N(C)C	4	-2	0	9	0.2%	-1	-1	-4	8.6
Cc1ccc(OCC(=O)N/N=C/C=C/c2ccco2)cc1	-10	5	-1	-18	0.5%	0	2	-11	-0.1
CCC(C)(C)NC(=O)CN(C(=O)c1snc(C(N)=O)c1N)c1ccc2nc(C)sc2c1	12	-4	-5	11	0.4%	-1	1	-55*	-2.0
CCOc1cc(CNCc2cccnc2)cc(Br)c1OCC(N)=O	-1	-1	-2	-1	-1.5%	-3	4	-8	0.1
CC1CCc2c(C(=O)NCc3ccco3)csc2C1 (stereo not drawn)	7	8	-1	-7	0.6%	3	0	-11	-1.7
COC(=O)c1oc2ccc(Cl)cc2c1N	7	-4	-2	4	3.2%	1	0	5	-0.4
Cc1cc2c(cc1S(=O)(=O)Nc1cccc(C(F)(F)F)c1)OCCN2C	·	8	0	-3	0.2%	-4	0	-10	0.2
Cc1cc(C)c2oc(-c3ccc(C)c(NC(=S)NC(=O)c4cccs4)c3)nc2c1	-14	-7	-11	-18	1.8%	1	3	-7	0.0
O=C(C1CCN(S(=O)(=O)c2ccc(Br)s2)CC1)N1CCCCC1	15	-4	-2	3	-4.3%	-7	2	-3	1.9
COc1cc(/C=N/NC(=O)c2cccnc2)ccc1OC(=O)c1cc(OC)c(OC)c(OC)c1	-23	·	-3	-7	2.1%	9	0	-24	-2.9
COc1ccc(CCNC(=O)COC(=O)COc2ccc(Cl)cc2)cc1OC	-8	-3	-6	-4	2.4%	1	15	-9	0.1
Cc1ccc(/C=N/NC(=O)CNC(=O)c2cccs2)o1	-6	4	4	4	-2.4%	1	3	9	1.0
Cc1ccc(C(=O)N2CCC3(CC2)Oc2ccc(F)cc2C(=O)C32CC(c3ccccc3)=NO2)s1 (stereo not drawn)	-11	-8	-8	·	0.0%	20	9	-8	0.3

Part of the list above with just RXFP1 antag:
Molecule	RXFP1 antag
O=C(NC1CCCc2ccccc21)c1ccccn1 (stereo not drawn)	-17
CCOc1cc(CNCc2cccnc2)cc(Br)c1OCC(N)=O	-1
COC(=O)c1oc2ccc(Cl)cc2c1N	4
O=C(NNC(=O)C1CCN(Cc2ccc(Cl)c(Cl)c2)CC1)c1cccs1	9
CCN(CC)S(=O)(=O)c1cccc(N=Nc2sc(N)nc2C)c1	-5
COc1cnc(-c2ccccn2)nc1N(C)C	9

Later entries:
SMILES	D2 antag	D2 PAM	D1 PAM	RXFP1 antag	RXFP1 agonist	TRHR PAM	D1 ag	D1 antagonist	D2 agonist
O=C(Nc1ncn[nH]1)c1ccc(Cl)c(S(=O)(=O)N2CCCCCC2)c1	-2	6	2	-1	0.8%	2	3	-2	-0.4
Cc1ccc(S(=O)(=O)N2CCN(c3nc(C)c4c(c3C#N)CC(C)(C)OC4)CC2)cc1	-4	-10	1	-19	-0.6%	-4	-1	3	0.8
O=C(CCCn1c(=S)[nH]c2ccsc2c1=O)Nc1ccc2c(c1)OCCO2	16	1	-6	3	1.7%	0	2	-4	0.8
CNC(=S)NNC(=O)Cc1ccc(OC)c(OC)c1	3	-1	0	-9	1.1%	4	1	1	0.9
Cc1noc(C)c1CSCC(=O)Nc1cc(S(=O)(=O)N2CCOCC2)ccc1OCC(F)(F)F	12	-3	-10	-3	8.2%	-1	0	11	0.5
CCOC(=O)c1[nH]c(C)c(CCC(=O)NCc2ccc(N(C)C)cc2)c1C	·	3	0	-10	-0.3%	4	-1	-3	1.5
COc1ccc(N2CCN(C(=O)C3CCN(S(=O)(=O)c4ccc(C)cc4)CC3)CC2)cc1	-8	-4	-4	-21	1.2%	-1	0	-11	1.0
CCOC(=O)C1CCN(c2ncnc3c2[nH]c2cccc(OC)c23)CC1	·	·	-4	-20	-0.5%	9	0	-11	·
CCn1ccc(C(=O)N2CCOCC2)n1	4	1	1	-29	2.8%	-3	3	3	0.4
CCC1NC(=S)NC(C)=C1C(=O)c1ccccc1 (stereo not drawn)	-8	·	-2	0	2.8%	-2	5	-1	0.6
CCCCC[C@H]1CN(CCc2ccccc2)C(=O)[C@@H]1CC(=O)NCc1ccc(OC)cc1	·	1	0	·	2.2%	-12	2	25	·
COc1ccccc1CCNC(=O)Cc1ccc(NC(=O)N2CCSc3ncccc32)cc1	·	-2	-3	-18	0.1%	-1	-1	-28	0.2
O=C(Nc1ccccc1C(=O)Nc1ccc(F)cc1)c1ccco1	-1	11	-3	0	2.9%	-3	3	-6	-0.4
Cc1cc(N2CCN(c3ccc([N+](=O)[O-])c4cccnc34)CC2)c2ccccc2n1	-4	-22	-13	-9	4.7%	4	2	-1	-0.4
Cc1cccc(-n2c(-c3ccco3)nc3nc4ccccc4nc32)c1	70*	-3	2	·	4.4%	-1	1	14	-1.0
COc1ccc(-c2nnc(SCC(=O)Nc3ccccc3C)o2)cc1OC	·	2	-3	·	1.2%	0	0	-8	·
COC(=O)C1=NN(c2ccccc2)C2(S1)SC(C(C)=O)=C(C)N2c1ccccc1 (stereo not drawn)	-14	7	-2	-7	1.2%	-1	-1	11	0.6
CC(C)N(C(=O)CSc1nc2ccccc2n1-c1ccccc1)C(C)C	18	20	4	-8	3.9%	-4	0	5	-0.1
CCOc1ccc(NC(=O)CN(C)C(=O)c2cc(S(=O)(=O)N3CCCCC3)ccc2C)cc1OCC	8	-2	-2	-3	0.9%	4	1	-9	0.9
COc1ccc(N(Cc2cccs2)C(=O)Nc2cccc(Cl)c2)cc1	·	5	-1	-27	1.3%	-5	12	-3	0.6
COc1cccc(NC(=O)COC(=O)c2cc(=O)c3ccccc3o2)c1	3	-9	-4	-2	0.8%	0	3	-3	-1.0
CC(=O)N1c2ccc(S(=O)(=O)N3CCCC(C(=O)Nc4cccc(F)c4)C3)cc2CC1C (stereo not drawn)	-4	-5	-2	-1	0.9%	-3	3	-2	0.7
CCOC(=O)c1sc(NC(=O)CSc2nc3c(c(-c4ccc(OC)cc4)c2C#N)CCCC3)c(C#N)c1C	5	11	-1	0	0.1%	8	7	-16	2.5

One compound at a time, from the list above.
`O=C(Nc1ncn[nH]1)c1ccc(Cl)c(S(=O)(=O)N2CCCCCC2)c1` is entered as D2 antag = -2; D2 PAM = 6; D1 PAM = 2; RXFP1 antag = -1; RXFP1 agonist = 0.8%; TRHR PAM = 2; D1 ag = 3; D1 antagonist = -2; D2 agonist = -0.4
`CCC1NC(=S)NC(C)=C1C(=O)c1ccccc1` (stereo not drawn) is entered as D2 antag = -8; D2 PAM = ·; D1 PAM = -2; RXFP1 antag = 0; RXFP1 agonist = 2.8%; TRHR PAM = -2; D1 ag = 5; D1 antagonist = -1; D2 agonist = 0.6
